UTI89 phage lysis: inhibition of K1F phage lysis, E. coli UTI89, bacterial capsule biogenesis inhibitors, alamar blue (AID 488966) | E. coli UTI89 K1F phage lysis, alamar blue, 2 h; higher % means a stronger effect | inhibition, % at 100 µM, or IC50 in µM where a hit was titrated | hit rate 0.02% among 340,000;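 active = phage lysis inhibition, versus mean bacterial control, above a set limit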;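 also: capsule biogenesis inhibitors block K1F phage lysis so surviving cells raise fluorescence; higher fluorescence means more inhibition of phage lysis; actives were called in the ten point dose series up to 300 µM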
WT yeast gro inh: growth inhibition of WT strain, primary screen, mitochondrial fusion inhibitor project, WT and mutant strains, chemical genetic | mitochondrial fusion phenotypic screen | inhibition, % at 10 µM | hit rate 2.1% among 190,000 | AID 1362, 2008; in the data active = inhibition above about 58%; tested in S. cerevisiae
TNAP activators: human TNAP enzyme activators, primary screen, biochemical, luminescent, no phosphate acceptor, uHTS (AID 1001) | hit rate 0.03% among 200,000 | purified TNAP, luminescent activation assay, no phosphate acceptor; higher activation fold means a stronger effect | activation fold at 20 µM; hits with a dose series show EC50 in µM; in the data active = activation fold from about 3, or a potency from the dose series; inactive = the rest, 99 in 100 with activation fold below about 1.6; also: many of its hits are not listed in these tables
M1AAP inhibition: P. falciparum M1AAP inhibitors, biochemical, fluorogenic H-Leu-NHMec substrate, 1536-well (AID 1445); Aminopeptidase N (Plasmodium falciparum (isolate 3D7)); recombinant M1AAP, H-Leu-NHMec fluorogenic kinetic assay; higher % means a stronger effect; one-dose inhibition, % at 30 µM; IC50 in µM for titrated hits; hit rate 0.42% among 220,000;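 active = primary inhibition above the hit cutoff, then over 50% inhibition at one or more dose response concentrations, cut at about 23% in these data, passing the limit was not always enough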;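 also: plate controls were DMSO full reaction for no effect and no enzyme background for full effect; strong numbers were not always called active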
ER stress rescue: rescue of cells from ER stress-induced death, primary screen, 384-well, CSM14.1, thapsigargin, ATP luminescence (AID 1222); 190,000 tested, under 10 active; CSM14.1 thapsigargin-induced death rescue, ATP luminescence; higher % means a stronger effect; cellular ATP content (survival), % at 20 µM, or EC50 in µM where a hit was titrated;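 active = EC50 below 50 µM in the dose-response confirmation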;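 also: death triggered by thapsigargin at about 15 µM added after 2 h compound pretreatment; cell ATP read after overnight thapsigargin exposure of roughly 18 to 22 hours; normalized against plate controls of thapsigargin alone and 5% DMSO vehicle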
Hep lipid drop: inhibitors of hepatocyte lipid droplet formation, primary screen, imaging, high-throughput imaging, BODIPY stain | hit rate 0.4% among 240,000 | AML12 mouse hepatocytes, oleate lipid droplets | inhibition, % at 6.5 µM;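 active = lipid droplet intensity inhibited by at least 50%, with more than 500 cells counted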
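Technique: fluorescence imaging, 20x objective, two fields per well / Assay system: AML12 hepatocytes (mouse) / Measure: % inhibition of lipid droplet signal / Doses: 6.5 µM single-point dosing / Incubation: overnight exposure / Reagent: 100 µM oleic acid challenge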
PMI inhibition: human PMI inhibitors, high substrate, primary screen, biochemical, fluorescence intensity, high mannose 6-phosphate (AID 1220); Mannose-6-phosphate isomerase (Homo sapiens); recombinant PMI enzyme, coupled fluorescence intensity; higher % means a stronger effect; inhibition, % at 20 µM, or IC50 in µM where a hit was titrated; hit rate 0.66% among 190,000
Myeloid diff MLP: induction of myeloid progenitor differentiation, primary screen, cell-based, flow cytometry, MLPCN library. ER-HoxA9 myeloid progenitors, lysozyme-GFP differentiation. calls only at 10 µM. hit rate 1% among 360,000;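 active = normalized GFP-positive differentiation at or above the plate's own cutoff, the solvent-only control mean plus 3 SD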;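 also: cells exposed to compound for four days before flow analysis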
PMI inhibitors: inhibitors of human PMI, primary screen, biochemical, fluorescence intensity, coupled assay (AID 1209). one-dose inhibition, % at 20 µM; IC50 in µM for titrated hits. purified PMI enzyme, coupled fluorescence intensity; higher % means a stronger effect. hit rate 0.42% among 190,000. Mannose-6-phosphate isomerase (Homo sapiens);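 also: plate controls were DMSO vehicle for no effect and wells lacking substrate for full effect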
WT yeast gro inh mutant strain: recorded beside WT yeast gro inh, whose call it bears; inhibition, %; mitochondrial fusion phenotypic screen, mutant strain inhibition
Hep lipid drop cells 6.5 µM: also measured in Hep lipid drop; calls as there; cell count; measured here: cell count, cytotoxicity flag;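 cells counted across two imaged fields per well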
Myeloid diff MLP GFP+ MAC1+ %: further read-out of Myeloid diff MLP, marked with its call; GFP+ MAC1+ double positive, %; measured here: differentiation confirmed by MAC1 staining
* = called active by the depositor; i = inactive; · = not tested or not shown; [ ] = another dose, or the depositor's remark. Rule as the data show it, unless noted: active = inhibition above about 50%; inactive = the rest.

SMILES	UTI89 phage lysis	WT yeast gro inh	WT yeast gro inh mutant strain	TNAP activators	M1AAP inhibition	ER stress rescue	Hep lipid drop	Hep lipid drop cells 6.5 µM	PMI inhibition	Myeloid diff MLP	Myeloid diff MLP GFP+ MAC1+ %	PMI inhibitors
Cc1nc2ccccc2c2c1C(=O)N(C(C)C)C2=O	5.2%	27	21	1.1	3%	-0.2%	-8	786	3%	i	3.7	6%
O=c1[nH]c(-c2ccc(F)cc2)nc2c1sc(=S)n2-c1ccccc1	2.1%	12	10	1.1	-1%	0.5%	0	679	-8%	i	0.2	-1%
O=C(Nc1cccnc1)c1ccc(Oc2ccccc2)cc1	-0.7%	41	61	1.1	2%	-5.0%	-17	667	8%	i	0.6	8%
CC(=O)c1c(COC(=O)c2ccccc2)nc2ccccc2[n+]1[O-]	0.4%	6	21	1	5%	0.1%	·	·	-14%	i	1.0	-12%
O=S(=O)(NC1=NCCCCC1)c1ccc(Cl)cc1	2.0%	-7	6	1.1	9%	-0.7%	-11	695	-8%	i	0.5	-6%
CCN1C(=O)c2cccc3c(S(=O)(=O)NCc4ccco4)ccc1c23	-1.3%	-4	2	1.2	9%	0.6%	-45	728	63%*	i	6.4	20%
O=C(COC(=O)C1CC1)Nc1ccc2[nH]c(=O)[nH]c2c1	0.5%	-5	-8	1.2	-2%	-0.2%	22	676	8%	i	0.3	-1%
CC(C)Sc1nc2c(c(=O)[nH]c(=O)n2C)n1CC(O)COc1ccccc1 (stereo unspecified)	-0.3%	2	4	1.1	-3%	5.6%	-1	719	-10%	i	0.0	4%
CCC(c1nnnn1Cc1ccc2c(c1)OCO2)N1CCN(c2ccc(OC)cc2)CC1 (stereo unspecified)	-1.2%	2	-19	1.1	-1%	-0.1%	·	·	21%	i	3.8	-6%
CCN(CC)c1ccc(/C=N/n2c(=S)[nH]nc(C)c2=O)cc1	1.2%	2	7	1.1	8%	-0.6%	·	·	4%	i	0.6	-2%
CCOC(=O)N1CCC(N2C(=O)c3ccccc3C2Nc2c(C)cccc2C)CC1 (stereo unspecified)	6.8%	14	16	1	3%	3.5%	·	·	11%	i	0.5	7%
CCc1ccccc1NS(=O)(=O)c1ccc2c(c1)NC(=O)CC(=O)N2	12%	7	25	1	1%	-0.2%	1	548	11%	i	0.1	17%
CSCc1nnc(NC(=O)c2ccc(S(=O)(=O)N(CC(C)C)CC(C)C)cc2)o1	·	72*	11*	1.1	-13%	-1.9%	·	·	0%	·	·	2%
Cc1cc(C)cc(NC(=O)C(=O)NCCCN2CCOCC2)c1	2.2%	-9	8	1.1	-1%	·	-5	710	0%	i	0.5	-5%
COc1ccccc1N1CCN(C(=O)CSc2nc(C)cc(=O)[nH]2)CC1	8.0%	-7	3	1	0%	0.9%	1	832	-3%	i	1.1	4%
CCn1cc(C(=O)NC2CCCCC2)c(=O)c2cc(S(=O)(=O)N(C)C)ccc21	5.9%	2	6	1	2%	·	-4	597	-5%	i	2.9	0%
CCN(CC)CCSc1nc(O)c(Cc2ccccc2)c(=O)n1-c1ccccc1	0.1%	-2	-12	1.1	-1%	·	-16	686	0%	i	0.6	-1%
COc1cc(C(=O)N(Cc2cccc(Cl)c2)C2CCS(=O)(=O)C2)cc(OC)c1OC (stereo unspecified)	0.8%	-8	-3	1.1	-2%	-3.2%	3	743	-10%	i	0.5	-6%
C#CCNC(=O)C1=C[C@H](c2ccc(Br)cc2)C[C@H](OCc2ccc(CO)cc2)O1	2.4%	14	1	1.1	2%	6.4%	-37	685	20%	i	1.8	11%
COCCn1nnnc1CN1CCC(C)CC1	5.4%	-4	2	1	8%	-1.2%	-26	665	-7%	i	1.4	-8%
CC1CC(OCC(O)CN2CCOCC2)CC(C)(C)C1 (stereo unspecified)	0.4%	0	-1	1.1	-2%	1.3%	2	625	5%	i	1.6	0%
CCc1nc(SC)[nH]c(=O)c1C	2.5%	-21	1	0.9	8%	1.0%	·	·	-2%	i	1.2	-11%
COc1cc2cc(C(=O)O)[nH]c2c(OC)c1OC	-0.9%[50 µM]	-11	2	1.1	1%	-0.5%	12	790	-1%	i	7.9	4%
COc1ccc(N2C(=O)CC(Sc3n[nH]c(-c4ccccc4)n3)C2=O)cc1 (stereo unspecified)	0.1%	·	·	·	15%	·	-2	629	·	i	0.5	·
O=C(NCCCn1ccnc1)c1cc(C(=O)C2CCCCC2)c[nH]1	0.3%	-21	14	1.1	7%	·	4	682	-10%	i	0.6	-13%
Cc1noc(C)c1S(=O)(=O)NCCCN1CCN(Cc2ccccc2)CC1	·	-18	4	1	1%	10%	-8	800	-2%	·	·	3%
COC(c1ccccc1)c1nnc(CCC(=O)N2CCN(CCOc3ccccc3)CC2)o1 (stereo unspecified)	-0.4%	2	2	1.1	0%	-0.1%	-35	714	-4%	i	0.3	-2%
Cc1sc(NC(=O)C2CC(Cl)=CCC2C(=O)O)c(C#N)c1C (stereo unspecified)	-0.9%	-10	-21	1.2	1%	-0.3%	17	709	-17%	i	0.2	-18%
NS(=O)(=O)c1ccc(CCNCc2cc(Br)ccc2OCc2ccccc2F)cc1	2.1%	19	1	1	-4%	-1.0%	-18	625	1%	i	0.0	-12%
CCCCNC(=S)NNC(=O)c1c(C)nc2ccccn12	0.7%	-9	-3	2.1	8%	-0.3%	-12	678	5%	i	0.0	-1%
CS(=O)(=O)Nc1ccc(C(=O)N2CCN(c3ccccc3F)CC2)cc1	8.4%	-13	-53	1	9%	-0.8%	-1	751	4%	i	9.3	-3%
CSc1nc(-c2ccc(F)cc2)cc(=O)[nH]1	1.5%	-5	-9	1.1	-3%	-2.1%	-19	717	-3%	i	0.5	-1%
CCOC(=O)Nc1ccc2c(c1)N(C(=O)N1CCN(C)CC1)c1ccccc1CC2	0.3%	-7	0	1.1	·	-1.4%	0	622	15%	i	0.3	19%
N#Cc1c(N)nc(N)nc1Nc1ccc(Br)cc1	0.2%	·	·	·	0%	·	1	700	·	i	0.3	·
Cc1cc(Oc2ccccc2)nc(OCC#N)n1	0.8%	-4	-7	1	-6%	-2.5%	9	705	8%	i	0.6	11%
COc1ccc(C(c2c(O)nc(SC)n(C)c2=O)c2c(O)nc(SC)n(C)c2=O)cc1O	2.6%[50 µM]	-9	-5	1	2%	-4.6%	-7	595	-5%	i	0.5	-7%
O=C1c2ccccc2NC(c2ccccn2)N1c1ccc(Cl)cc1 (stereo unspecified)	-0.9%	0	5	1.1	-1%	2.0%	·	·	12%	i	0.4	10%
CCCCCn1c(N(C)Cc2ccccc2)nc2c1c(=O)[nH]c(=O)n2C	-0.9%	18	5	1	14%	-1.0%	-18	661	-15%	i	2.1	-5%
COc1ccc(CNC(=O)Cn2nnc(-c3ccc(NC(=O)C4CCCCC4)cc3)n2)cc1	0.1%	-8	6	1.2	1%	-2.3%	-10	646	-5%	i	0.1	4%
CC(C)Cc1nnc(NC(=O)c2cc3c(s2)CCC3)s1	0.3%	·	·	·	5%	·	11	693	·	i	0.5	·
CCOC(=O)c1oc2ccc(/C=N/O)c(Cl)c2c1C	0.1%	4	4	1.1	8%	1.1%	-8	641	21%	i	0.2	20%
N/C(Cc1cccc2ccccc12)=N\O	-2.5%	·	·	·	3%	·	1	753	·	i	0.9	·
CCOC(=O)c1sc(C)c2c(=O)n(CC)nnc12	0.3%	6	9	1.2	5%	-1.7%	-2	652	4%	i	10	7%
CCNC(=O)/C=C1\NC(C)(C)Cc2c1ccc1ccccc21	5.9%	7	4	1.1	-1%	-4.8%	-1	762	-15%	i	6.8	-11%
CNC(=S)N1CCN=C1Nc1nc(C)cc(C)n1	-0.1%	0	-4	1.1	7%	-0.4%	-2	674	1%	i	0.0	1%

Next section (2 carried over from the part before).
SMILES	UTI89 phage lysis	WT yeast gro inh	WT yeast gro inh mutant strain	TNAP activators	M1AAP inhibition	ER stress rescue	Hep lipid drop	Hep lipid drop cells 6.5 µM	PMI inhibition	Myeloid diff MLP	Myeloid diff MLP GFP+ MAC1+ %	PMI inhibitors
CCNC(=O)/C=C1\NC(C)(C)Cc2c1ccc1ccccc21	5.9%	7	4	1.1	-1%	-4.8%	-1	762	-15%	i	6.8	-11%
CNC(=S)N1CCN=C1Nc1nc(C)cc(C)n1	-0.1%	0	-4	1.1	7%	-0.4%	-2	674	1%	i	0.0	1%
COc1cc(CNCCc2c[nH]c3ccccc23)ccc1OCc1ccc(F)cc1	-0.3%	86*	83*	1.1	4%	-0.3%	-4	683	-8%	i	3.3	0%
Cc1c(NCc2nc3ccccc3[nH]2)c(=O)n(-c2ccccc2)n1C	2.0%	-1	-11	1	10%	-0.8%	·	·	16%	i	6.6	5%
COc1cc(/C=N/Nc2ncc(C(F)(F)F)cc2Cl)cc(OC)c1O	0.5%[50 µM]	-5	5	1.2	12%	20%	-1	626	-13%	i	0.4	-7%
CN1C(=O)CC(N2CCN(CC(N)=O)CC2)C1=O (stereo unspecified)	0.6%	-16	-7	1.1	-3%	0.4%	·	·	-8%	i	0.8	-3%
O=C(Nc1ncc(Cc2ccccc2)s1)C1=NCCN1	0.2%	14	20	2.2	3%	0.5%	12	698	10%	i	0.5	3%
O=C(N/N=C(/c1ccccc1)c1ccncc1)c1ccc2c(c1)OCO2	2.8%	-15	0	1.1	6%	-2.4%	5	714	-2%	i	0.5	2%
CC1CCN(c2ccc(C(=O)NCCc3ccccc3)cn2)CC1	0.0%[50 µM]	17	18	1.2	8%	·	·	·	0%	i	1.3	-1%
O=C(NCCn1cc(SCC(=O)N2CCOCC2)c2ccccc21)c1c(F)cccc1F	-0.6%	9	-3	1.2	4%	-0.5%	-2	675	-4%	i	2.6	-5%
CCOc1ccc(C(=O)N2CCN(c3cccc(C)c3C)CC2)cc1	0.3%	18	31	1.1	18%	2.3%	20	756	4%	i	1.3	11%
COc1ccc2c(c1)[nH]c1c(=O)n(/N=C/c3ccc(OC)c(CN4CCCC4)c3)cnc12	-0.2%	·	·	·	19%	·	49	764	·	i	0.1	·
O=C1CC(c2ccccc2)NC(=O)N1 (stereo unspecified)	1.0%[50 µM]	-13	-13	1.1	-2%	-2.9%	4	689	-2%	i	1.1	3%
Cc1ccnc(N2CCC(C(=O)NNC(=O)c3ccccc3)CC2)n1	0.2%	-6	-15	1.1	3%	-1.0%	·	·	-1%	i	4.7	-1%
